# A3G deaminase – inhibitors of human APOBEC3G DNA deaminase | Q9HC16 | recombinant A3G, ssDNA deamination FAM/TAMRA fluorescence | inhibition, % at 20 µM | hit rate 0.28% among 330,000;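 active means inhibition of at least 40% at 20 µM, with no more than 30% in the related APOBEC3A deaminase screen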;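 further: plate controls were DMSO wells with A3G for no effect and wells lacking A3G enzyme for full effect; some compounds called inactive have numbers as strong as hits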
# Target sequence (Q9HC16 whole entry, looked up): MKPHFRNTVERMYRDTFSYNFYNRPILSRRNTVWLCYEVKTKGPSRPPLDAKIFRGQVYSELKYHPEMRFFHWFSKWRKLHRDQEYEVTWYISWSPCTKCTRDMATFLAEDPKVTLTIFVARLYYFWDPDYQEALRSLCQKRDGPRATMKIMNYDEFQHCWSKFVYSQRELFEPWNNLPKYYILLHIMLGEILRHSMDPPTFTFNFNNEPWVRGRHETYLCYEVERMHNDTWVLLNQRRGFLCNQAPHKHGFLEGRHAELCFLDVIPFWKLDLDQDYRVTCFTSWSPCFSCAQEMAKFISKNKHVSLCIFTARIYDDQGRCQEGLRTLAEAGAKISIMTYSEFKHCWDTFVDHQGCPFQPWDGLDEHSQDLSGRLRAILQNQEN
# SENP8 block-1 – blocks human SENP8 cleavage of Nedd8 substrate; Q96LD8; recombinant SENP8, Nedd8 substrate fluorescence; inhibition, % at 20 µM; hit rate 0.64% among 360,000; AID 602440; in the data active means inhibition mostly above about 40%, no sharp cut-off; inactive means mostly below about 27%
# Target sequence (Q96LD8 whole entry, looked up): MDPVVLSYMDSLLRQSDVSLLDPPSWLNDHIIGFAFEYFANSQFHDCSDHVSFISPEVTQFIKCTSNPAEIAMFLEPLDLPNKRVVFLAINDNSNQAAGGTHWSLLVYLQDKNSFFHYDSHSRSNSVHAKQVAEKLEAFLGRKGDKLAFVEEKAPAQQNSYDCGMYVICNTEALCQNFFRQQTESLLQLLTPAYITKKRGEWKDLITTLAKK
# SENP8 block-2 – blocks the human protease SENP8. Q96LD8. purified SENP8, Z-RLRGG-aminoluciferin cleavage, luminescence. inhibition, % at 10 µM. hit rate 1.2% among 330,000. AID 2540; in the data active means inhibition above about 50%
# Apaf1 inhib – blocks human Apaf-1 apoptosome activity | O14727 | reconstituted apoptosome caspase-3 activity, DEVD-Rh110 fluorescence | inhibition, % at 20 µM | hit rate 0.71% among 330,000; active means inhibition of at least 40% at 20 µM;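 further: plate controls were DMSO wells for no effect and DEVD-CHO caspase inhibitor wells for full effect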
#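 System: Apoptosome proteins | Medium: Hepes pH 7.5 with detergent and BSA | Also added: Cytochrome c trigger plus (Z-DEVD)2-Rh110 caspase-3 substrate | Incubation: 30 min compound preincubation, 50 min activation, room temperature | Detection: Rhodamine 110 fluorescence at Ex 480/Em 540 nm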
# UBC13 inh – blocks human UBC13 polyubiquitin chain formation. P61088. TR-FRET. inhibition, % at 20 µM. hit rate 0.47% among 330,000. AID 485273; in the data active means inhibition above about 45%, passing the limit was not always enough
# Target sequence (P61088 whole entry, looked up): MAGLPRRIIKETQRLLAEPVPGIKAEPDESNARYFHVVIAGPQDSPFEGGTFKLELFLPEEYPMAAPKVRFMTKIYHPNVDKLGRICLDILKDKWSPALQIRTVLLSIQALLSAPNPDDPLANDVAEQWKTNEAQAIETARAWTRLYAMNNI
# SENP1 inh – inhibitors of human SENP1 SUMO protease catalytic domain. Q9P0U3. inhibition, % at 10 µM. recombinant SENP1 catalytic domain, CyPet-SUMO1-YPet FRET cleavage. hit rate 0.21% among 360,000;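 active means inhibition at least 30% at 10 µM, raw YFP signal under a set limit, fluorescence ratio 0.5 to 1.5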;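 further: 0% = enzyme with DMSO and 100% = no enzyme wells; some results filed as inactive read as strong as hits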
# Target sequence (Q9P0U3 419-644 limits assumed): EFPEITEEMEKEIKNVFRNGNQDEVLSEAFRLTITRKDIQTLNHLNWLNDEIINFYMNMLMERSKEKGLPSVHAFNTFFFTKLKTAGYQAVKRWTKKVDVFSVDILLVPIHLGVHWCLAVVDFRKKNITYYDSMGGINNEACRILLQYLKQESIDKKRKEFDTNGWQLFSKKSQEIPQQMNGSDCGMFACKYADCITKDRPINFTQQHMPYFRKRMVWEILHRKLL
#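 Compound: 10 µM single point, 0.5% DMSO; Test system: hSENP1 catalytic domain, recombinant; Timing: 50 min reaction at room temperature; Technique: FRET, CFP and YFP emission; Control set: no-enzyme wells low, DMSO-plus-enzyme wells high control.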
# SENP7 inh – SENP7 protease inhibition | Q9BQF6 | hit rate 1.5% among 330,000 | recombinant SENP7, Z-RLRGG-aminoluciferin luminescence, 40 min | inhibition, % at 5 µM | AID 434973;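 active means inhibition above about 50% at the single test dose, limit read from the data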;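 further: plate controls were DMSO with enzyme for no effect and no enzyme buffer wells for full effect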
# SENP6 inh – blocks the human protease SENP6 | AID 2599 | Q9GZR1 | inhibition, % at 10 µM | hit rate 1.8% among 330,000 | Recombinant SENP6 catalytic domain, aminoluciferin luminescence;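 active means inhibition above about 50% at the single tested dose, limit read from the data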;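 further: plate controls were DMSO wells with enzyme for no effect and DMSO wells lacking enzyme for full effect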
# An asterisk follows results filed as active; · = not tested or not shown.
no.	canonical_smiles	A3G deaminase	SENP8 block-1	SENP8 block-2	Apaf1 inhib
1	COc1ccc(Cl)cc1NC(=O)CSc1nc2ccsc2c(=O)n1CC1CCC(C(=O)O)CC1 (stereo unspecified)	-5.8	10.5	-10.2	18.0
2	COc1cc(/C=N/Nc2ccc(S(N)(=O)=O)cc2[N+](=O)[O-])cc(OC)c1O	12.2	32.9	10.7	-1.7
3	CC1S/C(=C(\C#N)C(=O)NCc2ccco2)N(c2ccc(F)cc2)C1=O (stereo unspecified)	-3.8	16.9	2.0	4.4
4	CCN(CC(=O)Nc1c(F)cccc1F)C(=O)CSCC(=O)Nc1ccc(OC)cc1	-5.0	9.5	-9.9	7.8
5	CCOc1ncccc1C(=O)N=C1SCCN1C(=O)c1cccnc1OCC	-7.1	7.6	6.2	-5.9
6	N#Cc1c(C(F)(F)F)cc(-c2ccccc2)n(N)c1=O	-9.2	-125.0	0.7	-1.8
7	O=C1CCCc2c1cc(C(=O)O)c(=O)n2-c1ccccc1	-5.3	13.7	-10.6	8.6
8	Nc1nc(NCC(=O)O)nc(NCc2ccccc2)c1[N+](=O)[O-]	-0.1	18.3	-3.0	2.0
9	O=C(CCn1c(=O)oc2ccccc21)N(Cc1ccccc1)c1ccccc1	-8.6	9.1	-6.0	11.4
10	O=S(=O)(NCc1ccccc1)c1ccc2c(c1)OCCO2	-0.4	21.2	-1.7	8.1

no.	UBC13 inh	SENP1 inh	SENP7 inh	SENP6 inh
1	42.7	0.2	-8.7	-15.2
2	-346.8	3.3	-2.3	-1.1
3	-4.7	-8.0	3.9	3.5
4	-7.6	1.2	-17.0	-11.8
5	5.1	2.4	3.0	-0.5
6	-2.0	-136.2	4.5	1.4
7	-3.9	5.6	-4.0	11.6
8	-6.3	-2.0	-2.2	-26.4
9	8.3	2.6	9.1	-8.4
10	0.1	0.2	-0.8	-2.3

# Arranged by number of heavy atoms (low to high): 3 of the compounds above.
no.	canonical_smiles	A3G deaminase	SENP8 block-1	SENP8 block-2	Apaf1 inhib
10	O=S(=O)(NCc1ccccc1)c1ccc2c(c1)OCCO2	-0.4	21.2	-1.7	8.1
8	Nc1nc(NCC(=O)O)nc(NCc2ccccc2)c1[N+](=O)[O-]	-0.1	18.3	-3.0	2.0
4	CCN(CC(=O)Nc1c(F)cccc1F)C(=O)CSCC(=O)Nc1ccc(OC)cc1	-5.0	9.5	-9.9	7.8

no.	UBC13 inh	SENP1 inh	SENP7 inh	SENP6 inh
10	0.1	0.2	-0.8	-2.3
8	-6.3	-2.0	-2.2	-26.4
4	-7.6	1.2	-17.0	-11.8

# Further results
no.	canonical_smiles	A3G deaminase	SENP8 block-1	SENP8 block-2	Apaf1 inhib
11	Cc1cc(S(=O)(=O)N2CCCCC2)ccc1OCC(=O)N1CCCC1	-2.6	-2.3	-5.0	12.1
12	COC(=O)c1cccc(NC(=O)C(C)(C)C)c1	-5.3	23.7	-10.2	3.4
13	C[C@@]12C(=O)N(CCO)CC(=O)N1[C@H](/C=C/c1ccccc1)[C@@H]1C(=O)N(c3ccccc3)C(=O)[C@@H]12	-11.4	·	2.0	-5.5
14	CCC1CN(C(=O)N2CCC(C(=O)NCc3cccc(F)c3)CC2)c2ccccc2O1 (stereo unspecified)	-7.4	6.1	8.6	-0.2
15	Cc1cc(N2CCN(C)CC2)nc2ccc(NC(=S)N3CCN(c4ccccn4)CC3)cc12	-2.4	-376.4	-7.6	12.3
16	COC(=O)c1cc(-c2cccc(OC)c2)c2c(=O)[nH]c(=O)n(C)c2n1	-8.1	-292.3	-12.1	11.9
17	Cc1[nH]c(=S)c(C#N)c(C)c1Cc1ccccc1	-6.5	31.7	-2.7	4.6
18	CN1CCN(C(=O)c2ccc(Cl)c(S(=O)(=O)N3CCCCC3)c2)CC1	-5.7	8.3	-0.1	-18.2
19	O=C(NC(=S)Nc1ccc(N2CCOCC2)c(Cl)c1)c1cccs1	-6.8	8.3	-5.4	-3.1
20	Cc1ccccc1NC(=O)NC(N)=O	-8.3	1.0	-3.1	-2.8

no.	UBC13 inh	SENP1 inh	SENP7 inh	SENP6 inh
11	-4.6	-2.0	-11.0	3.1
12	-5.0	2.2	-2.1	-28.6
13	-4.8	·	-2.2	-8.5
14	5.3	2.1	5.9	1.1
15	1.0	-16.9	-4.7	-17.6
16	7.4	2.8	-7.0	-1.4
17	1.7	-2.3	-2.3	-6.8
18	6.1	1.0	-0.4	-11.6
19	2.5	0.8	-3.2	-1.0
20	14.1	-0.3	-0.2	-11.2

# Other structures:
no.	canonical_smiles	A3G deaminase	SENP8 block-1	SENP8 block-2	Apaf1 inhib
21	CCN(CC)CCNc1nc(-n2nc(C)cc2C)nc2sc3c(c12)CC(C)(C)OC3	-10.9	-68.7	-5.2	6.7
22	Cn1c(=O)[nH]c(=O)c2c1nc(CN1CCN(c3ccccc3F)CC1)n2CCc1ccccc1	-12.9	-0.9	-14.6	23.5
23	COc1ccc(-c2sc(C(=O)c3ccc(Cl)cc3Cl)cc2CC(=O)O)cc1	-4.5	-284.0	6.8	5.9
24	O=C1C(=O)N(CCCO)C(c2ccc(Br)cc2)/C1=C(\O)c1ccc(Br)cc1 (stereo unspecified)	1.6	-46.3	4.0	0.1
25	Clc1ccc2nc(CSc3nc4ccccc4o3)cn2c1	-0.3	-5.5	5.4	10.3
26	Cc1ccc(C(=O)OCC(=O)Nc2sc3c(c2C#N)CCCCC3)cc1NC(=O)c1ccco1	-3.7	-3.1	-2.1	18.3
27	COc1cccc(NC(=O)c2ccc[n+](C)c2)c1	26.4	22.0	6.8	0.3
28	CCOc1ccc2[nH]c3c(NCCO)ncnc3c2c1	-1.4	-258.3	-10.1	3.9
29	O=C(c1ccc(COCC(F)(F)F)o1)N1CCCCCC1	-1.8	22.8	-10.9	1.5
30	CCOc1ccc2nc(/N=C/c3c(C)[nH]n(-c4ccc(C)cc4)c3=O)sc2c1	-2.8	-1.7	-15.8	8.2

no.	UBC13 inh	SENP1 inh	SENP7 inh	SENP6 inh
21	17.0	0.5	-8.0	-2.9
22	5.9	-0.8	-20.0	-22.7
23	42.0	-65.5	3.2	3.6
24	-7.4	1.6	-1.1	11.9
25	3.8	1.0	22.3	29.1
26	-12.5	-4.4	-5.8	3.7
27	2.9	1.0	3.2	5.5
28	0.2	-8.3	-1.3	-10.3
29	-6.8	-2.2	-1.8	-9.1
30	5.2	-64.7	-4.7	10.5

# (list continues)
no.	canonical_smiles	A3G deaminase	SENP8 block-1	SENP8 block-2	Apaf1 inhib
31	CN(CC(=O)Nc1cccc(F)c1)C(=O)c1csc2c1CCCC2	16.9	8.9	-0.2	19.8
32	CCCCN(C(=O)c1ccc(NC2CC2)c([N+](=O)[O-])c1)c1c(N)n(CCCC)c(=O)[nH]c1=O	-12.5	9.4	-4.9	-3.9
33	CCn1nc(C)cc1-c1nnc(SCC(=O)Nc2ccccc2)n1CCCOC	-1.3	6.9	-5.1	-17.3
34	OCC[C@@H]1C[C@@H](O)[C@H](O)[C@]2(Cc3ccccc3CCO2)O1	-8.2	13.6	-5.4	-3.0
35	COc1ccc(OCC(=O)NC(=S)Nc2ccc(N3CCOCC3)c(Cl)c2)cc1	-0.6	15.3	1.5	14.2
36	Cc1cc(N2CCN(C3CCCCC3)CC2)nc2cccc(O)c12	-8.4	-76.4	-12.2	13.8
37	Cc1sc(NC(=O)c2ccco2)c(C(c2cccnc2)N2CCC(C)CC2)c1C (stereo unspecified)	-2.3	-70.9	-3.0	25.4
38	COc1ccc(C(C)(C)C)cc1S(=O)(=O)N1CCN(C)CC1	-3.1	7.6	2.4	0.8
39	Cc1nc2ccccc2c(=O)n1NC(=O)c1ccc(Cl)c([N+](=O)[O-])c1	-0.7	13.0	-2.1	2.8
40	COC(=O)[C@@H]1C[C@@]2(O)[C@H](O)[C@H](O)[C@H](O)C[C@H]2N1CC(c1ccccc1)c1ccccc1	-3.8	7.4	-5.7	-6.0

no.	UBC13 inh	SENP1 inh	SENP7 inh	SENP6 inh
31	-8.9	0.4	0.8	-16.0
32	-28.6	-49.1	0.1	-2.5
33	-6.0	2.2	5.0	-11.7
34	-8.3	-0.2	4.6	-16.2
35	4.9	-5.5	0.0	4.5
36	-6.5	-7.8	8.6	-9.1
37	-0.2	1.7	-2.4	-4.6
38	-6.6	-0.7	-5.8	-13.9
39	2.4	1.6	3.2	-10.6
40	-11.4	1.4	-1.6	2.6

# The list goes on.
no.	canonical_smiles	A3G deaminase	SENP8 block-1	SENP8 block-2	Apaf1 inhib
41	CCOC(=O)C1CCCCN1C(=O)/C(=C/c1ccc(OC)cc1)c1ccc(OC)c(OC)c1 (stereo unspecified)	-3.3	0.1	-2.2	20.0
42	OC(CN1CCN(C(c2ccccc2)c2ccccc2)CC1)c1ccc(Br)cc1 (stereo unspecified)	-7.2	12.4	-1.8	21.4
43	Nn1c(SCC(=O)Nc2ccccc2)nnc1-c1cccnc1	-10.1	15.2	3.1	-24.4
44	Cc1ccc(-c2cc(C(=O)N3CCN(c4ncccn4)CC3)c3cc(Br)ccc3n2)o1	-3.4	-117.3	10.3	2.9
45	CCOc1ccc(NC(=O)CN2C(=O)NC(C)(c3ccc(OC(F)F)cc3)C2=O)cc1 (stereo unspecified)	-3.2	0.5	-5.2	9.5
46	CC(Nc1c[nH]c(=O)[nH]c1=O)c1ccccc1 (stereo unspecified)	-3.8	2.9	0.9	2.4
47	Cc1nc(SCc2ccccc2)nc2c1CCC2	-6.8	0.6	-6.3	5.1
48	Cc1ccc(Cn2ncc3c(N4CCOCC4)ncnc32)cc1	-3.2	15.6	5.0	0.1
49	c1ccc(Cn2cc(CSc3ccccc3)nn2)cc1	2.9	17.7	-4.4	10.3
50	CCOc1ccc(C(=O)Nn2cnnc2)cc1OCC	-6.0	18.0	1.6	-29.4
51	COC(=O)CN(c1ccc2c(c1)OCO2)S(=O)(=O)c1c(C)[nH]c(=O)[nH]c1=O	2.8	12.7	-2.7	2.6
52	CC(NCC(O)COc1ccc(Br)cc1)c1ccccc1 (stereo unspecified)	-3.6	14.9	-7.0	4.5

no.	UBC13 inh	SENP1 inh	SENP7 inh	SENP6 inh
41	1.5	0.9	10.1	-10.9
42	2.6	1.7	-0.8	0.2
43	1.6	0.9	-2.4	0.1
44	0.3	5.9	-2.5	-7.9
45	-2.5	-1.6	-2.7	-11.1
46	5.6	-0.5	-4.8	0.1
47	4.0	0.2	5.3	13.4
48	-6.8	0.9	1.8	-2.6
49	14.6	1.2	8.1	-3.9
50	13.2	-0.2	-6.0	3.9
51	-9.2	1.4	6.3	1.1
52	13.4	1.4	6.0	13.9

# Ordered by length of the SMILES (high to low): some entries from above
no.	canonical_smiles	A3G deaminase	SENP8 block-1	SENP8 block-2	Apaf1 inhib
26	Cc1ccc(C(=O)OCC(=O)Nc2sc3c(c2C#N)CCCCC3)cc1NC(=O)c1ccco1	-3.7	-3.1	-2.1	18.3
44	Cc1ccc(-c2cc(C(=O)N3CCN(c4ncccn4)CC3)c3cc(Br)ccc3n2)o1	-3.4	-117.3	10.3	2.9
21	CCN(CC)CCNc1nc(-n2nc(C)cc2C)nc2sc3c(c12)CC(C)(C)OC3	-10.9	-68.7	-5.2	6.7
35	COc1ccc(OCC(=O)NC(=S)Nc2ccc(N3CCOCC3)c(Cl)c2)cc1	-0.6	15.3	1.5	14.2
38	COc1ccc(C(C)(C)C)cc1S(=O)(=O)N1CCN(C)CC1	-3.1	7.6	2.4	0.8
6	N#Cc1c(C(F)(F)F)cc(-c2ccccc2)n(N)c1=O	-9.2	-125.0	0.7	-1.8
48	Cc1ccc(Cn2ncc3c(N4CCOCC4)ncnc32)cc1	-3.2	15.6	5.0	0.1
29	O=C(c1ccc(COCC(F)(F)F)o1)N1CCCCCC1	-1.8	22.8	-10.9	1.5

no.	UBC13 inh	SENP1 inh	SENP7 inh	SENP6 inh
26	-12.5	-4.4	-5.8	3.7
44	0.3	5.9	-2.5	-7.9
21	17.0	0.5	-8.0	-2.9
35	4.9	-5.5	0.0	4.5
38	-6.6	-0.7	-5.8	-13.9
6	-2.0	-136.2	4.5	1.4
48	-6.8	0.9	1.8	-2.6
29	-6.8	-2.2	-1.8	-9.1
